# Tb PFK block – T. brucei PFK enzyme inhibition. T. brucei PFK, ADP-Glo luminescence. Potency, µM (top dose mostly 57.5 µM), without a hit: top-dose activity, negative = inhibition, actives largely listed as inhibitors. 0.17% of 330,000 active. AID 485367;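 note: potency is the fitted concentration of half-maximal effect; 0% = uninhibited 1x PFK enzyme wells and -100% = no-enzyme wells; nearly all actives have a fitted effect of over 60% in size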
# Target sequence (O15648 whole entry, looked up): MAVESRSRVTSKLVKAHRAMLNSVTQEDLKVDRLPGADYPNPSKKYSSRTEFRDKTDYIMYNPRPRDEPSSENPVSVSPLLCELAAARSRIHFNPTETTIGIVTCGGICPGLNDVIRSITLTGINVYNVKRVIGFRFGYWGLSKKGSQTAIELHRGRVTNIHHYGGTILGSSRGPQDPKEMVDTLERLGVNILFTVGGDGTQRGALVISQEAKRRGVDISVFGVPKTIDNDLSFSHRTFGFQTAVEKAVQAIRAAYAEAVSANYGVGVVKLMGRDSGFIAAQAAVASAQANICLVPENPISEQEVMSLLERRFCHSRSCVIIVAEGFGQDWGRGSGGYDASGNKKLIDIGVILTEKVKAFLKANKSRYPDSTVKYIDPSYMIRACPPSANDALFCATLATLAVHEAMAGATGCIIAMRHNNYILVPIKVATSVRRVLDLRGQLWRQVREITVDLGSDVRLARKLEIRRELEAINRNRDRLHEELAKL
#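 Compounds were pin-transferred as a titration series up to 57 uM into substrate buffer (0.5 mM F6P, 0.1 mM ATP, pH 8.0), then 1.25 nM PFK was added and reactions ran 45 min before ADP-Glo detection.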
# MLL CXXC-DNA inh – blocks binding of human MLL CXXC domain to DNA. Q03164. MLL-CXXC / FITC-HOXA9 DNA fluorescence polarization. Potency, µM (top dose mostly 115 µM), without a hit: top-dose activity change, negative = inhibition, actives largely listed as inhibitors. 0.037% of 290,000 active. AID 2662; active = well fitted inhibition curve with a large enough effect in the polarisation, with a control signal flat, not every such curve was filed as active; inconclusive = small, poorly fitted or top-dose-only effect, or effect the other way, or a change in a side signal; inactive = no such curve, though single readings can be large or run the other way; the % refers to the polarisation; note: potency is the fitted concentration of half-maximal effect
#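 Fluorescence polarization: 7 uM MLL-CXXC (stock) preincubated 5 min with compounds, then 50 nM fluorescein-HOX-A9 DNA (stock) added; 30 min ambient. Buffer 50 mM Tris-HCl pH 7.5, 50 mM NaCl, 1 mM DTT, 0.05% BSA.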
# A-T KAP1 phos – potential ataxia-telangiectasia treatments restoring KAP-1 phosphorylation. […] A-T fibroblasts, KAP-1 phosphorylation AlphaLISA; neocarzinostatin DNA damage 30 min before lysis. Potency, µM (titrated, usually from 57.5 µM), for inactives: top-dose activation, hits mostly activators. 0.19% of 320,000 active. AID 485349; note: potency is the fitted concentration of half-maximal effect; % of control where 0% means no effect; nearly all actives have a fitted effect of over 45% in size
#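 hTERT-immortalized A-T patient fibroblasts ([…]), 500 cells/well in OPTI-MEM, 1% FBS, got compounds for 60 min, then NCS for 30 min at 37C. Lysates were then assayed for phospho-KAP-1 by AlphaLISA (anti-pKAP1 donor, anti-KAP1 acceptor beads), 6 hr at 25C.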
# GALK inh – inhibitors of human galactokinase; Potency, µM (titrated, usually from 57.5 µM), for the others: at the top dose activity change, negative = inhibition, most hits filed as inhibitors; 0.007% of 270,000 active; P51570; Purified GALK, Kinase-Glo residual ATP luminescence; note: potency is the fitted concentration of half-maximal effect; % is set by controls: 0 for no effect and ±100 for the full control effect
# Target sequence (P51570 whole entry, looked up): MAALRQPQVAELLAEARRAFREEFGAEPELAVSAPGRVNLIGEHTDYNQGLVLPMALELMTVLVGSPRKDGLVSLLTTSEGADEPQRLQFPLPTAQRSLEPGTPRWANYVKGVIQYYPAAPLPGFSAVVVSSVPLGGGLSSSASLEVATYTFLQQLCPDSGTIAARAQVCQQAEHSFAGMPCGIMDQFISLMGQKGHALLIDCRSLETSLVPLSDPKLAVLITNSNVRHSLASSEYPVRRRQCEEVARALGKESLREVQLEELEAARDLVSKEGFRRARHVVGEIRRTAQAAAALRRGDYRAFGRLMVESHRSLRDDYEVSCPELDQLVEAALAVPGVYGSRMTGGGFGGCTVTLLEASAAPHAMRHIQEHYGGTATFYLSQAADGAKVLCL
#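 ATP-depletion format; final 35 uM ATP, 100 uM D-galactose, 5 nM enzyme; pH 8.0 HEPES/Mg2+ buffer; 60 min RT; luminescence read 10 min after detection reagent.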
# Chronic BCR inh – blocks chronic active B-cell receptor signaling; ABC-DLBCL IkBa-CBG/CBR reporter, luminescence ratio, 4 h; 0.05% of 340,000 active; Potency, µM (series often up to 46.1 µM), without a hit: at the highest dose ratio change, negative = lower green/red ratio, actives largely listed as inhibitors; active = well fitted inhibition curve with a large enough effect in the signal ratio, with a control signal flat, not every such curve was filed as active; inconclusive = small, poorly fitted or top-dose-only effect, or effect the other way, or a change in a side signal; the % refers to the signal ratio;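 note: potency is the fitted concentration of half-maximal effect; plate controls were basal doxycycline-induced cells for no effect and cells given 10 µM MG132 for full effect; MG132 reads +100%, hits lower the ratio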
#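 Compounds up to 46 uM were incubated four hours with TMD8 cells whose green CBG68 luciferase is fused to IkappaBalpha; red CBR luminescence normalised the signal, and concentration-effect curves were fitted to fusion, red and ratio data.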
# TSHR antag – antagonists of human thyroid stimulating hormone receptor. P16473. TSHR-expressing cells, TSH-stimulated cAMP HTRF, 2 h; active compounds read low. activity change, negative = inhibition, % at 11.5 µM. 0.2% of 330,000 active;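 active = activity change below a set negative limit, meaning inhibition stronger than a set level, cut at about -70% in these data; inconclusive = activity change between two set negative limits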; note: % is set by controls: 0 for no effect and ±100 for the full control effect
#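 TSHR-expressing cells were treated with compounds, then stimulated with TSH at EC80 (4nM final) for 2 hours at 37 deg C. Cellular cAMP was measured by HTRF competition between lysate cAMP and cAMP-d2 for a cryptate-labelled anti-cAMP antibody.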
# KCNH2 WT inh – KCNH2 (human, wildtype) channel inhibition | 0.37% of 340,000 active | activity change, % at 1.84 µM | AID 720551 | Q12809 | U2OS, BacMam KCNH2, thallium flux FluxOr; active compounds read low;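 active = maximum activity change below -70%; inconclusive = maximum activity change between -70% and -50%; inactive = maximum activity change above -50%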; note: % is set by controls: 0 for no effect and ±100 for the full control effect
#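 U2OS cells transduced with wild-type KCNH2 virus are loaded with FluxOr dye for 45 min, and thallium flux is measured in kinetic reads before and after stimulation buffer. Rate constants are normalized to DMSO controls.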
# Coupling enz – counter-screen for Giardia aldolase inhibitors: coupling enzyme system; 0.67% of 290,000 active; activity change, negative = inhibition, % at 58.2 µM, hits read low; coupling enzyme system counterscreen, AmpLite Red fluorescence; in the data active = activity change below about -30%; note: % is set by controls: 0 for no effect and ±100 for the full control effect
#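 Compounds tested against the coupling enzymes alone at 57.5 uM final; readout was AmpLite Red fluorescence (525/598 nm) after 20 min at RT.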
# TCR act – T cell receptor activation; primary human leukocytes, anti-CD3, IL-2 HTRF, 48 h; Potency, µM (series often up to 9.22 µM), for the others: top-dose activation of IL-2 secretion, usual class: activators; 330,000 tested, under 10 active; AID 504894; note: % of control where 0% means no effect
#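 Activity was scored as IL-2 release from primary human leukocytes given only a TCR signal (a-CD3 beads) plus compound for 48 hr. Detection used a two-antibody HTRF format read at 665nm.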
# Giardia kill – Giardia lamblia killing; Giardia lamblia trophozoite viability; activity change, % at 7.66 µM, hits read low; 0.15% of 340,000 active; in the data active = activity change below about -80%; inconclusive = between about -30% and that limit;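 note: parasites exposed to compound for two days anaerobically before the ATP read; % is set by controls: 0 for no effect and ±100 for the full control effect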
#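 Anaerobic 48 hrs incubation at 37 deg C of 100 trophozoites/well with test compounds; ATPLite 1-Step luminescence, 15-30 min RT, reports cellular ATP as viability.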
# The depositor's hits bear a star; ? = inconclusive; nt = not tested or not shown; [ ] = dose if it differs, or a comment. Unless noted, calls come from the whole dose curve; as a rule, active = well fitted curve in the direction sought with a large enough effect; inconclusive = small, poorly fitted or top-dose-only effect, or another doubt; inactive = no such curve, though single readings can be large; an effect the other way counts as inactive or inconclusive.
SMILES,Tb PFK block,MLL CXXC-DNA inh,A-T KAP1 phos,GALK inh,Chronic BCR inh,TSHR antag,KCNH2 WT inh,Coupling enz,TCR act,Giardia kill
N#CCCn1cc(C(=O)Nc2ccc(C(=O)O)cc2)c(-c2ccc([N+](=O)[O-])cc2)n1,-3%,6%,-2%,1%,7%,-7,1,0,6%,12
COC(=O)c1ccc(NC(=S)NC2c3ccccc3CC2O)cc1 (configuration not stated),0%,-1%,4%,11%,25%,-4,6,-2,-4%,-14
Cc1cc(C(=O)NC(C)c2ccncc2)no1 (configuration not stated),5%,4%,-7%,0%,5%,7,-7,1,1%,16
CCSc1nnc(-c2ccc(C)cc2)c2ccccc12,-9%,3%,10%,-4%,-15%,-2,1,10,3%[46.1 µM],7
OC(COCC1COc2ccccc2O1)CN1CCN(c2ccccc2F)CC1 (configuration not stated),1%,8%,-1%,2%,-8%,5,6,nt,3%,-9
CCn1c(=O)cc(OCC(=O)N2CCN(c3ccc(F)cc3)CC2)c2ccccc21,2%,3%,2%,-2%,0%,-6,-3,2,4%,-6
O=C(O)/C=C\C(=O)Nc1ccccc1F,-23%,7%,3%,0%,3%,9,5,3,0%[46.1 µM],7
COc1ccc2cc(CN(Cc3cccnc3)Cc3nnnn3Cc3ccccc3)c(=O)[nH]c2c1,-6%,-10%,9%,-3%,?,-15,6,0,nt,-3
CC(N=Cc1c(O)c2ccccc2oc1=O)C(=O)O (configuration not stated),10%,11%,-3%,-2%,?,2,-1,4,0%,-6
COc1ccccc1C1c2[nH]c3ccccc3c2CCN1Cc1ccc(NC(C)=O)s1 (configuration not stated),2%,26%,-4%,0%,-26%,0,5,-1,-4%,-11
O=C(Nc1ccc(NC(=O)c2cccs2)cn1)c1ccccc1,0%,-9%,23%,2%,?,17,nt,0,2%,7
O=C(CSc1ncn[nH]1)NCCCc1ccccc1,1%,9%,8%,0%,0%,1,4,1,1%,9
Nn1c(CSc2ccccn2)nc2ccccc2c1=O,4%,-5%,nt,2%,2%,-5,-4,-1,-3%,5
COc1ccc(OC)c(S(=O)(=O)N2CCCC(C(=O)NCc3cccnc3)C2)c1 (configuration not stated),-2%,22%,8%,-2%,9%,-1,2,2,-2%,-9
Cc1cc(C)n(C(=O)CNC(=O)CCc2ccccc2)n1,0%,6%,4%,0%,2%,?,4,3,3%,26
COc1cc(Cl)c(C)cc1NC(=O)c1ccc(NS(=O)(=O)c2ccc(F)c(F)c2)cc1,-4%,-3%,4%,1%,-2%,7,-1,0,-3%,-24
Cc1noc(C)c1NC(=O)N(C)C[C@H]1Oc2c(NC(=O)NC(C)C)cccc2C(=O)N([C@H](C)CO)C[C@@H]1C,0%,nt,2%,nt,0%,-12,6,nt,-8%,15
CCOC(=O)c1c(C)[nH]c(N=Nc2ccc(OC)cc2)c1C,-3%,40%[activator],3%,-1%,?,-7,1,-13,-33%,-1
CC(C)[C@H](NC(N)=O)C(=O)Nc1cccc(S(=O)(=O)N2CCOCC2)c1,?,2%,0%,13%,-1%,-2,6,2,4%,-12
CCn1c(=O)c([N+](=O)[O-])c(NCCc2ccc(OC)c(OC)c2)c2ccccc21,-5%,0%,-2%,1%,1%,-2,-13,4,-1%[46.1 µM],9
Cc1ccc(S(=O)(=O)NCCSc2nnnn2-c2ccccc2)cc1,2%,0%,2%,0%,-1%,0,2,2,-5%[46.1 µM],-13
CN(C)C(CNC(=O)CSc1nc2sc3c(c2c(=O)n1C)CCC3)c1ccccc1 (configuration not stated),-3%,nt,2%,nt,-2%,3,2,nt,7%,4
Cc1ccc(Nc2nc(-c3ccc(S(=O)(=O)N4CCOCC4)cc3)cs2)cc1Cl,0%,1%,7%,0%,?,-17,-9,-1,3%[46.1 µM],-11
CSCCC(NC(=O)c1ccccc1)C(=O)NCCc1ccccc1 (configuration not stated),1%,1%,2%,-1%,4%,5,-3,1,2%,-13
CCOC(=O)/C(N=Nc1c(Br)cc(Br)cc1Br)=C(\C)O,-5%,-6%,30%,-2%,-7%,-5,-2,5,8%,-12
Clc1ccc(-c2cc(C3CCNCC3)[nH]n2)cc1,-1%,-3%,1%,0%,?,1,0,2,3%,-1
Cc1cc2sc3nc(=O)n(-c4ccccc4)c(=O)n3c2cc1C,1%,-2%,0%,1%,-11%,-5,-2,0,4%,8
N/C(=N\OC(=O)Cc1cccc2ccccc12)c1ccccn1,1%,-16%,7%,1%,-1%,23,-3,-3,3%,1
O=C1C2CC=CCC2C(=O)N1c1ccc(Cc2ccncc2)cc1 (configuration not stated),-3%,0%,1%,2%,?,2,-7,2,-2%,13
O=C1CC(c2cc3c(cc2Br)OCO3)C2=C(CCCC2=O)N1 (configuration not stated),1%,6%,13%,-3%,2%,2,-2,0,5%,-6
CCN(CCO)c1ccc(N=Nc2cc(C)[nH]n2)cc1,-1%,30%[activator],-12%,8%,-21%,-2,1,-1,8%,?
CCc1ccc(OCC(=O)NCCN(C)C)c(Br)c1,-1%,3%,-2%,-1%,0%,5,39,1,0%,-2
COc1ccccc1NC(=O)CC(=O)CSc1nnc(-c2ccc(C)cc2)n1C,5%,-12%,0%,0%,-1%,-6,-3,7,-6%,1
COc1ccc(NC(=O)c2ccc(CNc3c(N4CCCC4)c(=O)c3=O)cc2)cc1Cl,2%,7%,2%,-3%,?,5,-3,-1,9%,4
COc1ccc(NS(=O)(=O)c2csc(C(N)=O)c2)cc1OC,10%,20%,1%,nt,?,-3,4,3,5%,-6
COc1cc2oc(=O)ccc2c(OC)c1CC(O)C(C)(C)O (configuration not stated),1%,-1%,29%,0%,-1%,-6,-2,0,-1%,20
O=S(=O)(c1ccc(Cl)nc1)N1CCCC1,-1%,nt,12%,nt,0%,nt,-11,nt,3%,6
Cc1c(O)nc(SCC(=O)Nc2cccc(C(F)(F)F)c2)n(-c2ccccc2)c1=O,1%,-3%,8%,7%,?,7,-8,nt,-3%,-12
CCOC(=O)NNC1CC(=O)N(c2ccccc2)C1=O (configuration not stated),0%,-3%,-12%,0%,4%,18,-3,6,-3%[46.1 µM],-26
CN(C)S(=O)(=O)n1cc(/C=C(\NC(=O)c2ccccc2)C(=O)NCCCN2CCOCC2)c2ccccc21,1%,7%,-2%,0%,-1%,8,11,nt,0%,-18
CCOc1ccc(-n2c(=O)[nH]cc(C(=O)Nc3ccc(OC)c(OC)c3)c2=O)cc1,0%,13%,5%,3%,-2%,5,-3,7,4%,3
COc1ccccc1-n1c(CNC(=O)c2ccco2)n[nH]c1=S,4%,?,-4%,-3%,?,6,-7,3,10%,-18
COC(OC)c1ccnc(-c2ccc(OC(=O)c3ccccc3)cc2)n1,0%,164%[activator],16%,-4%,2%,-11,-20,1,-4%,-5
COc1ccccc1C(=O)Nc1ccc(-c2nnn(CC(=O)NCc3ccco3)n2)cc1,1%,18%,-8%,-1%,0%,-9,-35,0,1%,5
CCOc1ccccc1CN1CCN(Cc2cccc3c2OCO3)CC1CCO (configuration not stated),-5%,-6%,1%,3%,?,7,12,0,-2%,41[activator]
CCC(C)NC(=O)/C=C1\Sc2ccccc2NC1=O (configuration not stated),-1%,-7%,0%,-6%,?,-8,12,1,4%[46.1 µM],-20
CCOC(=O)c1sc(NC(=O)CN2C(=O)NC3(CC(C)CC(C)(C)C3)C2=O)c(C(=O)OCC)c1C (configuration not stated),0%,4%,6%,0%,?,-6,-12,0,5%[46.1 µM],-7
C=CCn1cc(C(=O)NCc2ccco2)c(=O)c2cc(S(=O)(=O)N3CCCCCC3)ccc21,0%,-16%,-2%,2%,8%,-1,-3,-1,-7%,6
Cc1ccnc(SCC(=O)N2CCC(C(N)=O)CC2)n1,-1%,0%,-7%,3%,-3%,4,-11,2,-2%,4
CC1CCc2nn(CC(=O)N3CCN(C(=O)c4ccco4)CC3)cc2C1 (configuration not stated),-3%,-7%,3%,-2%,1%,20,5,1,-12%[46.1 µM],1
CC(C)N(C(=O)Cn1cc(SCC(=O)NCc2ccco2)c2ccccc21)C(C)C,0%,7%,-3%,3%,0%,-1,-12,2,nt,-27
CCOC(=O)N1CCN(C(c2ccc(F)cc2)c2sc3nc(C)nn3c2O)CC1 (configuration not stated),-2%,18%,-5%,2%,7%,-4,-1,2,-1%,30

# Whole records from above.
# COc1ccc(OC)c(S(=O)(=O)N2CCCC(C(=O)NCc3cccnc3)C2)c1 (configuration not stated) as listed: Tb PFK block: -2%; MLL CXXC-DNA inh: 22%; A-T KAP1 phos: 8%; GALK inh: -2%; Chronic BCR inh: 9%; TSHR antag: -1; KCNH2 WT inh: 2; Coupling enz: 2; TCR act: -2%; Giardia kill: -9
# COc1ccccc1NC(=O)CC(=O)CSc1nnc(-c2ccc(C)cc2)n1C as listed: Tb PFK block: 5%; MLL CXXC-DNA inh: -12%; A-T KAP1 phos: 0%; GALK inh: 0%; Chronic BCR inh: -1%; TSHR antag: -6; KCNH2 WT inh: -3; Coupling enz: 7; TCR act: -6%; Giardia kill: 1
